SIRT5 inh: inhibitors of human sirtuin-5 desuccinylase | Q9NXA8 | Purified SirT5, succinyl-peptide AMC, trypsin-coupled fluorescence | inhibition, % at 15 µM | 330,000 tested, 1.1% active | AID 652115; in the data active = inhibition above about 15%; inconclusive = no clear call, values can overlap the other calls
E-selectin induc: E-selectin induction on HUVECs; P16581; HUVEC E-selectin immunofluorescence imaging; normalized: neutral wells 0, TNF-alpha wells 100; activation, % at 7.58 µM; 260,000 tested, 0.37% active; AID 686992;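 active = mean E-selectin-positive cell signal at least 10% of the positive control, reached in at least 60% of replicates, without over 20% cell loss; inconclusive = no rule given, readout overlaps actives, possibly toxicity-flagged; inactive = the rest, including those meeting only one limit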;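 also: in these data hits start at about 27%; measured in HUVEC primary endothelial cells; signal is the percent of cells scored E-selectin positive by PE staining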
Target sequence (P16581 whole entry, looked up): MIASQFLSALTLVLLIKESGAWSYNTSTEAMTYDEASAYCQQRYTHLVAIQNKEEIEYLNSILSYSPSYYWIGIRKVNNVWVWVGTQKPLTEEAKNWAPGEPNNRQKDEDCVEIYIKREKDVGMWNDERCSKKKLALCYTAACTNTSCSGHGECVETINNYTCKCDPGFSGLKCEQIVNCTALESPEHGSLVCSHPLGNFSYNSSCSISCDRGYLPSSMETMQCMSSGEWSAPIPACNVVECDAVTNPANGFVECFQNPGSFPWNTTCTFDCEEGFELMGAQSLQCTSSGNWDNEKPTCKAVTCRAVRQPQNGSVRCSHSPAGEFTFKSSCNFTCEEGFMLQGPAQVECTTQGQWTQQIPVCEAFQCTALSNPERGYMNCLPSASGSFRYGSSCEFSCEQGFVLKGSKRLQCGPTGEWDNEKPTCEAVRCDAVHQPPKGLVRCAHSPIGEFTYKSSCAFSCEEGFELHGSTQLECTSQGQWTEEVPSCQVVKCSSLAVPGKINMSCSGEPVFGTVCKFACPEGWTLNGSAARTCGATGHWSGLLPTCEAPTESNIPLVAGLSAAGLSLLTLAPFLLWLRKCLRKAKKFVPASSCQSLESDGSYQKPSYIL
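Material: HUVEC primary endothelial cells; Amount: 3,000 cells per well; Dosing: single concentration; Medium: EGM-2 growth medium on 0.1% gelatin-coated wells; Read-out basis: percent E-selectin-positive cells; Signal: immunofluorescence imaging; Control set: TNF-alpha, DMSO.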
S100A4 inh HTS: blocks human S100A4 binding to myosin IIA peptide | P26447 | S100A4/TAMRA-MyoIIA peptide fluorescence polarization | inhibition, % at 10.7 µM | 360,000 tested, 0.14% active | AID 652163;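 active = mean inhibition of at least 70% across replicates, with every replicate also reaching that level; inconclusive = mean inhibition reaches 70% but some replicates fall short; inactive = mean inhibition below 70%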
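Test system – S100A4 monomer (human) · Compound – single-point compound testing · Schedule – 5 min incubation before reading · Probe or stimulus – TAMRA-labelled myosin IIA heavy-chain peptide probe, 5 nM · Benchmarks – neutral control DMSO, positive control TFP · Medium – Calcium-containing HEPES buffer, pH 7.2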
DENV2 CPE: DENV2-induced cell death inhibition. DENV2-infected cells, cytopathic effect rescue, plate reader. CPE inhibition, % at 9.99 µM. 350,000 tested, 1.7% active. AID 651640; in the data active = CPE inhibition above about 20%, passing the limit was not always enough; inconclusive = no clear call, values can overlap the other calls; tested in BHK-21 cells;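 also: 0% = median of neutral control wells and 100% = median of positive control wells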
PglD DTNB: PglD (C. jejuni) enzyme inhibition. purified PglD enzyme, DTNB colorimetric CoA detection. 360,000 tested, 0.098% active. inhibition, % at 12.5 µM; in the data active = inhibition above about 16%, passing the limit was not always enough; inconclusive = no clear call, values can overlap the other calls; also: strong numbers were not always called active
C2C12 statin: suppressors of simvastatin-induced myotoxicity in C2C12 myotubes; ATP luminescence, 48 h; scaled: DMSO 0, geranylgeraniol control 100; rescue of ATP level, % at 7.49 µM; 330,000 tested, 0.78% active; AID 602340;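 active = mean ATP rescue above about 67%, or every replicate alone reaching that limit, limit read from the data, passing the limit was not always enough; inconclusive = no clear call, values can overlap the other calls; inactive = mean under the limit and some replicate under it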;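 also: myotubes were challenged with 10 µM simvastatin during compound exposure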
ERp5 inh: inhibitors of human ERp5. ERp5 insulin aggregation, absorbance 650 nm, 90 min. 350,000 tested, 0.05% active. AID 651711. inhibition, % at 9.99 µM;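 active = mean replicate inhibition above about 25%, with every replicate also reaching it, limit read from the data, passing the limit was not always enough; inconclusive = only one of those two criteria met; inactive = neither criterion met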
Target sequence (Q15084 whole entry, looked up): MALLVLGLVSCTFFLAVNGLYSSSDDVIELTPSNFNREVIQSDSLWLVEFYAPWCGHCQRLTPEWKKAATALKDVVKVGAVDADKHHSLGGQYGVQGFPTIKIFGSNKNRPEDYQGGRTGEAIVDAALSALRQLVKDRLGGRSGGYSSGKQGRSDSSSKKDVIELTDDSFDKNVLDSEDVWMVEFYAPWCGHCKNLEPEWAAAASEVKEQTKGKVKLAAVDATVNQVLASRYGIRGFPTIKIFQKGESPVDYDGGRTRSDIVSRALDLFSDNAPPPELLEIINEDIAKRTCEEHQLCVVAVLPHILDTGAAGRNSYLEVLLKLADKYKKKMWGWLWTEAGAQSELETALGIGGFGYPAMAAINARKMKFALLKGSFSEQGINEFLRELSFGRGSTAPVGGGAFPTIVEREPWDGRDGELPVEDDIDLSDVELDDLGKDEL
* marks the source's active call; other numbers are inactive results; ? = inconclusive; / = not tested or not shown; & = joins results of further samples. These rows are one share of the data (hit frequency here may not be typical).

SMILES	SIRT5 inh	E-selectin induc	S100A4 inh HTS	DENV2 CPE	PglD DTNB	C2C12 statin	ERp5 inh
O=S(=O)(Cc1ccccc1)N1CCCCN2[C@H](C1)[C@@H](c1ccc(C#Cc3ccccc3)cc1)[C@@H]2CO	11	-0.6	-18	-10	-2	/	1
O=C(O)c1ccc(N/N=C/c2ccc(-c3ccccc3)cc2)cc1	0	/	-2	4	/	/	2
CC1(C)C(=O)Nc2ccccc2N1C(=O)COC(=O)CNS(=O)(=O)c1ccc(F)c(F)c1F	-2	3.3	-14	-7	-1	7	-4
Cc1cccc2c(SCC(N)=O)nc(-c3ccccc3)nc12	-2	/	-6	5	2	-3	1
CC(C)NC(=O)CCn1nc(-c2ccc(Cl)cc2)c2ccccc2c1=O	8	0.8	-15	10	2	22	4
O=C(N/N=C/c1c(O)ccc2ccccc12)Nc1ccccc1	-2	-0.1	-1	13	/	/	3
O=C(NCc1cccnc1)c1ccc(NS(=O)(=O)c2cccc([N+](=O)[O-])c2)cc1	0	1.1	-5	2	0	-1	-9
CCC(C)(C)n1nnnc1C(c1ccc(OC)c(OC)c1)N1CCN(C(=O)c2ccco2)CC1 (stereo not given)	0	/	-1	4	1	15	0
Cc1cc(C)nc(SCc2nnc(SCC(=O)N3CCCc4ccccc43)n2C)n1	-1	/	-2	2	-8	21	-7
CCOc1ccc(S(=O)(=O)NCCC(=O)NCc2ccncc2)cc1	-2	0.1	-3	0	2	-1	6
CN(C)C(=O)[C@@H]1[C@@H](CO)[C@@H]2Cn3c(ccc(-c4cncnc4)c3=O)[C@@H]2N1Cc1ccccc1F	5	0.0	5	-6	-3	-5	-3
Cc1cc(C)cc(N(CC(=O)Nc2cccc(C)c2C)S(=O)(=O)c2c(C)[nH]c(=O)[nH]c2=O)c1	-1	/	1	1	4	-7	-3
C[C@@H]1CCCCO[C@@H](CN(C)Cc2ccc(C(=O)O)cc2)[C@@H](C)CN([C@@H](C)CO)C(=O)c2cc(NC(=O)Nc3cccc4ccccc34)ccc2O1	6	25	1	-1	3	/	2
CN(CCc1ccccc1)C(=O)c1ccc(NC(=O)Cc2cccc(NC(=O)C3CCN(C(=O)C4CCCCC4)CC3)c2)cc1	-4	0.4	-1	?	-1	2	0
O=C(Nc1ccc(F)cc1)N1CC(=O)N2[C@H](CO)[C@H](c3ccc(C#CC4CC4)cc3)[C@H]2C1	1	-0.3	-10	35*	/	/	-3
COc1ccc(-c2ccnc(-c3ccc(O)cc3)n2)cc1	-2	/	1	-3	/	/	-4
FC(F)(F)c1cccc(CN2CCSCC2)c1	-1	1.8	-3	-2	4	7	-2
Cc1ccccc1NC(=O)NCCCN1CCN(C)CC1	1	0.0	-12	3	4	2	4
COC(=O)C(C(=O)OC)[C@@H]1C=C[C@H](C[N+](=O)[O-])N(C(C)=O)C1	-1	-0.1	2	1	0	8	-2
O=C(Nc1ccc(Cl)cc1)ON=C1CCCC1	0	1.3	1	10	9	11	1

In another format: 13 of the compounds above.
Values run as follows: SIRT5 inh | E-selectin induc | S100A4 inh HTS | DENV2 CPE | PglD DTNB | C2C12 statin | ERp5 inh
- CC(C)NC(=O)CCn1nc(-c2ccc(Cl)cc2)c2ccccc2c1=O
  8 | 0.8 | -15 | 10 | 2 | 22 | 4
- O=C(N/N=C/c1c(O)ccc2ccccc12)Nc1ccccc1
  -2 | -0.1 | -1 | 13 | / | / | 3
- O=C(NCc1cccnc1)c1ccc(NS(=O)(=O)c2cccc([N+](=O)[O-])c2)cc1
  0 | 1.1 | -5 | 2 | 0 | -1 | -9
- CCC(C)(C)n1nnnc1C(c1ccc(OC)c(OC)c1)N1CCN(C(=O)c2ccco2)CC1 (stereo not given)
  0 | / | -1 | 4 | 1 | 15 | 0
- Cc1cc(C)nc(SCc2nnc(SCC(=O)N3CCCc4ccccc43)n2C)n1
  -1 | / | -2 | 2 | -8 | 21 | -7
- CCOc1ccc(S(=O)(=O)NCCC(=O)NCc2ccncc2)cc1
  -2 | 0.1 | -3 | 0 | 2 | -1 | 6
- CN(C)C(=O)[C@@H]1[C@@H](CO)[C@@H]2Cn3c(ccc(-c4cncnc4)c3=O)[C@@H]2N1Cc1ccccc1F
  5 | 0.0 | 5 | -6 | -3 | -5 | -3
- Cc1cc(C)cc(N(CC(=O)Nc2cccc(C)c2C)S(=O)(=O)c2c(C)[nH]c(=O)[nH]c2=O)c1
  -1 | / | 1 | 1 | 4 | -7 | -3
- C[C@@H]1CCCCO[C@@H](CN(C)Cc2ccc(C(=O)O)cc2)[C@@H](C)CN([C@@H](C)CO)C(=O)c2cc(NC(=O)Nc3cccc4ccccc34)ccc2O1
  6 | 25 | 1 | -1 | 3 | / | 2
- CN(CCc1ccccc1)C(=O)c1ccc(NC(=O)Cc2cccc(NC(=O)C3CCN(C(=O)C4CCCCC4)CC3)c2)cc1
  -4 | 0.4 | -1 | ? | -1 | 2 | 0
- O=C(Nc1ccc(F)cc1)N1CC(=O)N2[C@H](CO)[C@H](c3ccc(C#CC4CC4)cc3)[C@H]2C1
  1 | -0.3 | -10 | 35* | / | / | -3
- COc1ccc(-c2ccnc(-c3ccc(O)cc3)n2)cc1
  -2 | / | 1 | -3 | / | / | -4
- FC(F)(F)c1cccc(CN2CCSCC2)c1
  -1 | 1.8 | -3 | -2 | 4 | 7 | -2

(listing goes on)
SMILES	SIRT5 inh	E-selectin induc	S100A4 inh HTS	DENV2 CPE	PglD DTNB	C2C12 statin	ERp5 inh
CC1(C)N=C(N)N=C(N)N1c1cccc(CN)c1	-6	/	5	-2	/	/	3
O=C(Cc1cccs1)Nc1ccc(F)c(F)c1	-6	/	32	-4	6	5	-3
COc1cc(OC)c(NC(=O)CN(C)S(=O)(=O)c2ccc(-c3ccc(=O)[nH]n3)s2)cc1Cl	-3	/	-4	8	-2	-9	-5
O=C(NCC(=O)N1CCc2ccccc2C1)c1ccccc1Cl	-3	/	1	-3	-1	-4	11
Cc1cc(C)c2sc(N(CCCN(C)C)C(=O)c3ccc(S(=O)(=O)N(C)C4CCCCC4)cc3)nc2c1	1	1.0	-7	3	-2	2	0
CN1C[C@@H]2[C@H](c3ccccc31)[C@H](CO)N2C(=O)CN1CCOCC1	0	-0.4	-4	37*	3	-17	1
C[C@H]1CCCCO[C@H](CN(C)C(=O)Cc2ccccc2)[C@@H](C)CN([C@@H](C)CO)C(=O)c2cc(NC(=O)Nc3ccc4c(c3)OCO4)ccc2O1	7	0.0	15	-9	-1	/	-2
COc1ccc(-n2nc3c(c2NC(=O)CBr)CSC3)cc1	-1	/	-1	-1	4	0	-4
Cc1ccc(OCC(=O)N2CCc3ccccc32)c([N+](=O)[O-])n1	/	13	-3	8	1	-2	1
CCCN(C)C[C@@H]1Oc2ncc(Br)cc2C(=O)N([C@@H](C)CO)C[C@H]1C	1&-1	-1.6	1&6	4&3	-1&1	-8&-3	3&-1
C[C@@H]1CN([C@H](C)CO)C(=O)CCCn2cc(nn2)CO[C@H]1CN(C)C(=O)Nc1ccc(N2CCCCC2)cc1	-1&1&0	-5.4&0.0	-52&-26&-4	-8&15&-3	-4&-1	-12&13	4&-4&5
CN(c1ccccc1C(=O)NC1CC2CCC1C2)S(=O)(=O)c1ccccc1 (stereo not given)	1	-2.8	-4	-1	-6	7	3
Cc1ccc(/C(N)=N/OC(=O)Cc2cccc3ccccc23)cc1	7	-0.2	4	3	/	/	2
c1cncc(-c2nc(NCCCn3ccnc3)c3ccccc3n2)c1	-2	/	3	/	/	/	3
CCOC(=O)C1CCCNC1=O (stereo not given)	-1	1.9	2	-3	/	-6	-3
Cc1ccc(S(=O)(=O)/N=C(/c2ccc(F)cc2)N2CCCCC2)cc1	1	-0.8	-2	15	-1	/	-5
C[C@@H]1CN([C@H](C)CO)C(=O)c2cc(NC(=O)Nc3ccc(C(F)(F)F)cc3)ccc2O[C@H]1CN(C)Cc1ccc(Oc2ccccc2)cc1	5	-5.9	1	-3	1	-53	-6
Cn1cc(C(=O)N/N=C/c2cccc(O)c2)ccc1=O	2	-0.2	-1	6	2	-7	0
Cc1ccc(Cn2c(O)c(N=NC(=S)Nc3ccccc3F)c3cc(S(=O)(=O)N4CCOCC4)ccc32)cc1	-5	/	4	-7	/	/	5
COCC(=O)N1CCC(Oc2ccc(C(=O)N[C@H](C(=O)OC)C(C)C)cc2)CC1	6	/	-4	2	2	2	7
CCCCCCn1c(=O)n2n(c1=O)[C@@H]1CN(S(=O)(=O)c3ccc(C)cc3)C[C@]1(O)[C@@H](OC(=O)NCc1ccc(OC)c(OC)c1)C2	-5	/	0	2	-2	12	7
O=C(COc1ccc(Br)cc1)Nc1ccc(N2CCOCC2)cc1N1CCOCC1	0	1.1	-1	2	4	-9	-3
Cc1ccccc1C(=O)N1CCC(C(=O)OCc2nc(N)nc(Nc3ccccc3)n2)CC1	0	0.0	-8	4	5	-11	-1
Cc1cccc(NC(=O)c2nc[nH]c2C(=O)NCc2ccccc2)c1	/	-0.1	1	1	1	11	-1
COc1cc(C#N)c(NC(=O)CN2CCN(CCO)CC2)cc1OC	/	-1.7	3	/	/	/	1
O=C(O)c1cccc(-n2nnnc2SCc2ccccc2Cl)c1	1	-2.2	-1	3	/	/	2
COc1ccc(CNC(=O)CSc2nnc3c(n2)[nH]c2ccc(OC)cc23)cc1	-25	0.1	0	-3	/	8	-4
CNc1nc(Nc2ccc(C)c(Cl)c2)c2cnn(C)c2n1	-4	/	-1	-9	-2	-12	3
COC(=O)C1=C(C)N(Cc2ccccc2)C(=NCCc2ccccn2)N[C@H]1c1cccc(C(F)(F)F)c1	/	0.0	-2	-1	-5	-11	8
Cc1ccc(C(=O)Nc2cccc(S(=O)(=O)N3CCCCC3)c2)cc1[N+](=O)[O-]	0	/	-1	-3	4	-1	-12
CC(=O)c1ccc(Nc2nc(C(N)C3CCCCC3)cs2)cc1 (stereo not given)	-1	1.3	-13	4	1	-12	-1
C[C@@H]1CN([C@@H](C)CO)C(=O)Cc2cc(NS(=O)(=O)c3ccc(F)cc3)ccc2O[C@@H]1CN(C)Cc1ccc(C(=O)O)cc1	3	0.0	15	30*	-1	-14	-3
OC[C@H]1[C@@H](c2ccc(Br)cc2)[C@H]2CN(Cc3cncnc3)CCCCN21	5	-0.1	11	0	-2	-20	-6
COCC#Cc1ccc2c(c1)O[C@@H](CN(C)C(=O)C1CC1)[C@@H](C)CN([C@H](C)CO)S2(=O)=O	1	-0.3	-6	4	-1	-27	3
COc1cccc(-c2cc3nc(NCc4ccc5occc5c4)n(C)c(=O)c3s2)c1	-1	0.1	-2	?	-1	-7	-3
O=C(Nc1ccc(C(F)(F)F)cc1)Nc1ccc2c(c1)[C@@H]1C[C@H](CC(=O)N3CCc4ccccc4C3)O[C@@H](CO)[C@@H]1O2	-1	1.2	2	12	0	1	3
CCOc1ccc(NC(=S)N2CCCN(Cc3cc(C)ccc3C)C2)cc1	-2	-2.3	-6	/	-2	-8	3
CC(=O)Nc1ccc(S(=O)(=O)NN=Cc2ccc(Cl)c(Cl)c2)cc1	2	1.4	-1	8	/	0	6
Cc1cccc(C)c1NC(=O)COC(=O)c1ccc([N+](=O)[O-])o1	0	/	-6	1	/	/	-4

Assay outcomes from PubChem.
